Source: PubChem (National Center for Advancing Translational Sciences (NCATS))
ERG-DNA inh: inhibitors of human ERG Ets domain-DNA interaction. P11308. fluorescence polarization, His-ERG Ets domain / labelled DNA. Potency, µM (series often up to 76.9 µM), for the others: top-dose FP activity, negative = inhibition, hits mostly inhibitors. 370,000 tested, 0.028% active; active = well fitted inhibition curve with a large enough effect in the polarisation, with a control signal flat; inconclusive = small, poorly fitted or top-dose-only effect, or effect the other way, or a change in a side signal; inactive = no such curve, though single readings can be large or run the other way; the % refers to the polarisation;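 note: polarization taken with two DNA probes labelled with fluorescein and Texas red; potency is the fitted concentration of half-maximal effect; % of control where 0% means no effect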
Target sequence (P11308 whole entry, looked up, the tested form may be a part): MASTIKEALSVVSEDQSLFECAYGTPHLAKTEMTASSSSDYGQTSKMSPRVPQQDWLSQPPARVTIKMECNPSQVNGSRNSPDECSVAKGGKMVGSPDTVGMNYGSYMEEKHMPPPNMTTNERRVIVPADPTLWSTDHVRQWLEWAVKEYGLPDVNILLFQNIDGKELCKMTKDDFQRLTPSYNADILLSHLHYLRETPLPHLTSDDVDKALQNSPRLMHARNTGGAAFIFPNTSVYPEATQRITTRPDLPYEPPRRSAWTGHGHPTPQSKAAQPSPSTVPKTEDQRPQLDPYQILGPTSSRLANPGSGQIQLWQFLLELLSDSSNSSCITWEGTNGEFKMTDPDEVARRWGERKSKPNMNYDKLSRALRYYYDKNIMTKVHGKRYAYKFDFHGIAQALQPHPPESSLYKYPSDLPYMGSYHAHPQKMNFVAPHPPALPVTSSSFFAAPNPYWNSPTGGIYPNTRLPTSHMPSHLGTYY
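His-tagged ERG Ets domain (1 uM in the protein solution; 300mM KCl, 50mM Tris-HCl, 1mM EDTA, 1mM DTT, pH 7.5) received compound, then a probe mix of 5 nM fluorescein-DNA and 100nM Texas-615-DNA. Fluorescence polarization was read for both dyes.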
Pol beta inh: DNA polymerase beta (human) inhibition; P06746; Pol beta primer extension/strand displacement, fluorescence kinetic; Potency, µM (doses to about 114 µM), without a hit: at the highest dose activity change, negative = inhibition, most hits filed as inhibitors; 340,000 tested, 1.3% active; note: potency is the fitted concentration of half-maximal effect; % is set by controls: 0 for no effect and ±100 for the full control effect
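Enzyme-only controls used 10 nM Pol beta; buffer lacking enzyme served as negative control. Compound preincubated 15 min, then 50 nM substrate added; 0 and 10 min reads at room temperature.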
BLM helicase inh: inhibitors of human Bloom syndrome helicase BLM; P54132; recombinant BLM DNA unwinding, fluorescence dequenching; Potency, µM (titrated, usually from 56.1 µM), without a hit: at the highest dose activity change, negative = inhibition, usual class: inhibitors; 350,000 tested, 0.2% active; AID 2528;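 note: potency is the fitted concentration of half-maximal effect; plate controls were vehicle for no effect and no enzyme for full effect; nearly all actives have a fitted effect of over 35% in size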
Apoferritin bind: candidate novel general anesthetic via apoferritin binding | Potency, µM (top dose mostly 77.5 µM), without a hit: top-dose activity change, negative = displacement, most hits filed as inhibitors | P02791 | 350,000 tested, 0.074% active | apoferritin/1-aminoanthracene competitive binding, fluorescence; note: potency is the fitted concentration of half-maximal effect; % is set by controls: 0 for no effect and ±100 for the full control effect; nearly all actives have a fitted effect of over 20% in size
Target sequence (P02791 2-175 limits assumed): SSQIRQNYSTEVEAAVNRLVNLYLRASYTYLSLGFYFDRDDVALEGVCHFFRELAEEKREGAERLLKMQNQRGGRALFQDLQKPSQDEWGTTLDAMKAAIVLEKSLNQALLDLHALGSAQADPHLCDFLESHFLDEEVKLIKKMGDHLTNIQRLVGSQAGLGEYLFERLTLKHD
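Read-out: endpoint 1-AMA fluorescence, excitation 380 nm and emission 535 nm, after compounds sit 10 min at room temperature with 10 uM horse-spleen apoferritin in 50% saturated 1-AMA/PBS. Values come from four-parameter Hill fits.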
TRHR agonist: activates the human TRH receptor; TRHR cells, calcium flux fluo-8, FDSS agonist mode; activation, % at 2 µM; 360,000 tested, 0.18% active; AID 493084; in the data active = activation above about 30%; note: 0% is about no effect
Target sequence (P34981 whole entry, looked up): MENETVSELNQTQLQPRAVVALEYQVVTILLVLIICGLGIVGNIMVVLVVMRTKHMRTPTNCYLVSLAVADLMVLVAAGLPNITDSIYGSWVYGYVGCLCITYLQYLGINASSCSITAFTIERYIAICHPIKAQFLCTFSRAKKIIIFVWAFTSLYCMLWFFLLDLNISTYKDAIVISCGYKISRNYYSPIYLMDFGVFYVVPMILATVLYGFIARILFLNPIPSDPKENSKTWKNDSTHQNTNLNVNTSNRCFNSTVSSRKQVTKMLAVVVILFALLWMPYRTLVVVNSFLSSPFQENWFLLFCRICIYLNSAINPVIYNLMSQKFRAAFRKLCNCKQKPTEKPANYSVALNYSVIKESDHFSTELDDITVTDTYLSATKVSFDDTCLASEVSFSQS
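In this calcium-flux screen, cells bearing human TRHR are dye-loaded with fluo-8, baselined for 10 cycles, then exposed to library compounds; positive kinetic calcium responses during the agonist phase mark hits, with TRH as control.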
APEX1 inh: APE1 (human) endonuclease inhibition; recombinant APE1, TAMRA/BHQ-2 abasic DNA cleavage fluorescence; Potency, µM (doses to about 65.8 µM), for inactives: top-dose activity change, negative = inhibition, hits mostly inhibitors; 350,000 tested, 0.35% active; AID 2517;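 note: potency is the fitted concentration of half-maximal effect; plate controls were vehicle for no effect and reference inhibitor for full effect; nearly all actives have a fitted effect of over 55% in size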
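Quantitative HTS: incision of a TAMRA/BHQ-2 double-stranded substrate bearing a tetrahydrofuran abasic site by 0.75 nM APE1 raises fluorescence. Substrate 50 nM final, added after 15 min compound preincubation at room temperature; progress as third-minus-first kinetic read difference.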
Pol kappa inh: inhibitors of human DNA polymerase kappa; Potency, µM (series often up to 107 µM), without a hit: at the highest dose activity, negative = inhibition, actives largely listed as inhibitors; 400,000 tested, 0.53% active; Q9UBT6; purified Pol kappa, fluorescent DNA synthesis assay, 10 min; note: potency is the fitted concentration of half-maximal effect; % is set by controls: 0 for no effect and ±100 for the full control effect
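Readout: fluorescence, taken kinetically at 0 and 10 min. Conditions: 10 nM Pol kappa, 15 min RT compound preincubation, 50 nM substrate final. Controls: enzyme-free buffer wells.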
POLI inh: blocks human DNA polymerase iota activity | Q9UNA4 | Pol iota fluorescent replication assay, 10 min | Potency, µM (series often up to 115 µM), for inactives: at the highest dose activity, negative = inhibition, actives largely listed as inhibitors | 390,000 tested, 1% active | AID 588590; note: potency is the fitted concentration of half-maximal effect
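Fluorescent replication assay read twice, at 0 min and 10 min after adding 50 nM (final) substrate. Enzyme (10 nM) and compounds were first incubated 15 min at room temperature; enzyme-free buffer wells were negative controls.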
12-LOX inh: inhibitors of human 12S-lipoxygenase ALOX12; P18054; purified 12hLO, xylenol orange hydroperoxide absorbance; Potency, µM (titrated, usually from 108 µM), without a hit: top-dose activity change, negative = inhibition, actives largely listed as inhibitors; 580,000 tested, 1.1% active; AID 1671190; note: potency is the fitted concentration of half-maximal effect; % is set by controls: 0 for no effect and ±100 for the full control effect
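Purified human 12hLO (150 nM final) in 25 mM Hepes, 0.01% Triton X-100, pH 7.0 was preincubated 15 min at room temperature with compound. Then 40 uM arachidonic acid was added, 30 min. Hydroperoxide was read by Fe-XO absorbance ratio 573/405 nm.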
Active calls of the source: *; & = joins results of further samples; [ ] = dose if it differs, or a comment. Unless noted, calls come from the whole dose curve; as a rule, active = well fitted curve in the direction sought with a large enough effect; inconclusive = small, poorly fitted or top-dose-only effect, or another doubt; inactive = no such curve, though single readings can be large; an effect the other way counts as inactive or inconclusive. An excerpt; rates above refer to the full screens.

S=C1NCCc2ccc(Cl)cc2C1c1ccccc1 (stereo not drawn) was read as ERG-DNA inh 3%, Pol beta inh 1%, BLM helicase inh -7%, Apoferritin bind 2%, TRHR agonist -0.2, APEX1 inh 1%, Pol kappa inh -5%, POLI inh 6% and 12-LOX inh inconclusive.
`O=C(Nc1nnc(S(=O)(=O)N2CCCCC2)s1)c1cccc(Br)c1` gave ERG-DNA inh 0%, Pol beta inh -19%, BLM helicase inh -4%, Apoferritin bind -10%, TRHR agonist 0.6, APEX1 inh 8%, Pol kappa inh -17% and POLI inh inconclusive.
O=C1C=CC(=O)c2c(O)c(Cl)c(Cl)c(O)c21 was read as BLM helicase inh inconclusive, Apoferritin bind -1%, APEX1 inh -7% and Pol kappa inh 7.1µM*.
Screening CC1=C2C(O)C(=O)OC3CC4C(C)(C)C(=O)C=C[C@]4(C)C(CC1)[C@@]23C (stereo partly drawn) returned BLM helicase inh -12%, Apoferritin bind -3%, APEX1 inh 0% and Pol kappa inh -4%[60.1 µM].
`COC1CCCN(C(=O)c2cccc(OC3CCN(S(C)(=O)=O)CC3)c2)C1` (stereo not drawn) gave ERG-DNA inh -2%, Pol beta inh 1%, BLM helicase inh 0%, Apoferritin bind -3%, TRHR agonist 0.1, APEX1 inh 27%, Pol kappa inh 3%, POLI inh 12% and 12-LOX inh -1%.
For N#Cc1c(-c2ccc(Cl)cc2)ccnc1N1CCOCC1 the results were ERG-DNA inh -6%, Pol beta inh 1%, BLM helicase inh -7%, Apoferritin bind -11%, TRHR agonist 0.5, APEX1 inh -3%, Pol kappa inh -3%, POLI inh 17% and 12-LOX inh -17%.
Screening Cc1cc(C)c(NC(=S)N(CCN2CCCCC2)Cc2ccco2)c(C)c1 returned ERG-DNA inh -8%, Pol beta inh -23%, BLM helicase inh 0%, Apoferritin bind -15%, TRHR agonist 0.6, APEX1 inh -5%, Pol kappa inh -5%, POLI inh 56%[activator] and 12-LOX inh 4%.
`Cc1cc(C(=O)N/N=C/c2cccc3ccccc23)c(C)o1` gave ERG-DNA inh 1%, Pol beta inh -1%, BLM helicase inh -3%, Apoferritin bind 2%, TRHR agonist -0.5, APEX1 inh -7%, Pol kappa inh -5%, POLI inh 10% and 12-LOX inh inconclusive.
For Cc1cc(C)c2nc(-c3ccccn3)cc(C(=O)N3CCCC3)c2c1 the results were ERG-DNA inh -5%, Pol beta inh 1%, BLM helicase inh -2%, Apoferritin bind -21%, TRHR agonist -1.7, APEX1 inh 83%[activator], Pol kappa inh -4%, POLI inh -9% and 12-LOX inh 67%[activator].
Screening Cc1cc(NC(=O)n2ncc3c(C)cccc32)ccc1Br returned ERG-DNA inh -1%, Pol beta inh 8%, BLM helicase inh -2%, Apoferritin bind -13%, TRHR agonist 0.4, Pol kappa inh 0%, POLI inh 28% and 12-LOX inh -16%.
For NC(=O)C1CCN(C(=O)Cc2ccc([N+](=O)[O-])cc2)CC1 the results were ERG-DNA inh -5%, Pol beta inh 3%, BLM helicase inh -4%, Apoferritin bind 2%, TRHR agonist 0.7, APEX1 inh 0%, Pol kappa inh -11%, POLI inh 6% and 12-LOX inh 1%.
For O=C(c1cn2ccccc2n1)N1CCCC(Nc2ccc(F)c(F)c2)C1 (stereo not drawn) the results were ERG-DNA inh -3%, Pol beta inh 27%, BLM helicase inh -2%, Apoferritin bind -1%, TRHR agonist 0.0, APEX1 inh -3%, Pol kappa inh -5%, POLI inh -23% and 12-LOX inh -3%.
Screening O=C(CCc1nc(-c2ccccc2Cl)no1)NCc1ccco1 returned ERG-DNA inh 3%, Pol beta inh -2%, BLM helicase inh -6%, Apoferritin bind -9%, TRHR agonist 0.3, APEX1 inh 4%, Pol kappa inh -6%, POLI inh inconclusive and 12-LOX inh 6%.
Screening Cc1ccc(-c2nc(C(=O)NC3CCCCCC3)no2)cc1 returned ERG-DNA inh 10%, Pol kappa inh 0%, POLI inh inconclusive and 12-LOX inh 460%[activator].
Screening Cc1[nH]c(SCC(=O)c2c(N)n(C)c(=O)n(C)c2=O)nc1Cc1ccccc1 returned ERG-DNA inh -3%, APEX1 inh 20%, Pol kappa inh 1%, POLI inh 33%[activator] and 12-LOX inh -5%.
Cc1ccc(S(=O)(=O)NC2c3cccc4cccc(c34)C2Sc2ncccn2)cc1 (stereo not drawn) was read as ERG-DNA inh 0%, Pol beta inh 27%, BLM helicase inh -7%, Apoferritin bind -11%, TRHR agonist 1.3, APEX1 inh 5%, Pol kappa inh -7%, POLI inh -2% and 12-LOX inh -21%.
O=C(NC1CCCC1)c1cccc(S(=O)(=O)N2CCCCC2)c1 was read as ERG-DNA inh 3%, Pol beta inh 22%, BLM helicase inh -2%, Apoferritin bind 0%, TRHR agonist 2.2, APEX1 inh -2%, Pol kappa inh -9%, POLI inh 0% and 12-LOX inh -14%.
`Nn1c(SCc2ccccn2)nncc1=O` gave ERG-DNA inh 2%, Pol beta inh 7%, BLM helicase inh -5%, Apoferritin bind -5%, TRHR agonist -0.2, APEX1 inh -5%, Pol kappa inh -6%, POLI inh 101%[activator] and 12-LOX inh 3%.
Screening CC(C)OCCCNC(=O)CCCn1c(=O)[nH]c2ccsc2c1=O returned ERG-DNA inh -5%, Pol beta inh 31%, BLM helicase inh -1%, Apoferritin bind 6%, TRHR agonist 0.3, Pol kappa inh 1%, POLI inh -11% and 12-LOX inh -5%.
For CCN1CCN(C(=S)NCC2CCCO2)CC1 (stereo not drawn) the results were ERG-DNA inh 6%, Pol beta inh -19%, BLM helicase inh -8%, Apoferritin bind -5%, TRHR agonist 0.1, APEX1 inh -3%, Pol kappa inh -8%, POLI inh 8% and 12-LOX inh -29%.
Cc1ccc(C)c(N(C(=O)c2csnn2)C(C(=O)NC2CCCCC2)c2cccnc2)c1 (stereo not drawn) was read as ERG-DNA inh 3%, Pol beta inh 2%, BLM helicase inh -1%, Apoferritin bind 7%, TRHR agonist -0.4, APEX1 inh -8%, Pol kappa inh 0%, POLI inh 49%[activator] and 12-LOX inh 3%.
Cc1cc(Cl)c2oc(C(=O)NC3CCC(O)CC3)c(C)c2c1 (stereo not drawn) was read as ERG-DNA inh 6%, Pol beta inh 17%, BLM helicase inh 1%, Apoferritin bind inconclusive, TRHR agonist -1.3, APEX1 inh -18%, Pol kappa inh 10%, POLI inh -10% and 12-LOX inh 3%.
For COc1ccc(CNC(=O)C2CCC(CNc3c(N4CCC(C)CC4)c(=O)c3=O)CC2)cc1 (stereo not drawn) the results were ERG-DNA inh -17%, Pol beta inh 7%, BLM helicase inh -2%, Apoferritin bind -14%, TRHR agonist -0.3, APEX1 inh -3%, Pol kappa inh 9%, POLI inh 22% and 12-LOX inh -16%.
CN(C)C(=S)c1ccc(N(C)C)cc1 was read as ERG-DNA inh -1%, Pol beta inh 12%, BLM helicase inh -3%, Apoferritin bind -11%, TRHR agonist 0.2, APEX1 inh -2%, Pol kappa inh 7%, POLI inh 32%[activator] and 12-LOX inh inconclusive.
Screening O=C(Nc1ccc2ccccc2c1)Nc1ccc2snnc2c1 returned ERG-DNA inh 3%, Pol beta inh -1%, BLM helicase inh -14%, Apoferritin bind -11%, TRHR agonist 2.0, APEX1 inh -1%, Pol kappa inh -24%, POLI inh 6% and 12-LOX inh inconclusive.
`Cc1nn(-c2ccc(N3CCOCC3)nn2)c(C)c1CCC(=O)NCc1ccccc1` gave ERG-DNA inh 3%&-2%, Pol beta inh 24%&73%, BLM helicase inh -1%&2%, Apoferritin bind 0%&5%, TRHR agonist 0.1&-0.3, APEX1 inh 16%, Pol kappa inh -4%&4%, POLI inh 18%&-1% and 12-LOX inh 1%&-15%.
COc1ccc(Cl)cc1C(=O)NC1=NCCS1 was read as ERG-DNA inh 12%, Pol beta inh 20%, BLM helicase inh 0%, Apoferritin bind -9%, TRHR agonist -0.3, APEX1 inh -3%, Pol kappa inh -7%, POLI inh 74%[activator] and 12-LOX inh -64%.
For CCn1cc(CNC(=O)CCc2nnc(CCC3CCCCC3)o2)cn1 the results were ERG-DNA inh 4%, Pol beta inh -3%, BLM helicase inh 0%, Apoferritin bind inconclusive, TRHR agonist 0.2, APEX1 inh -3%, Pol kappa inh -3%, POLI inh 2% and 12-LOX inh 4%.
CCOc1ccccc1NC(=O)NC(CC)c1c(-n2cccc2)sc2c1CCN(C)C2 (stereo not drawn) was read as ERG-DNA inh 4%, Pol beta inh 1%, BLM helicase inh -3%, Apoferritin bind -11%, TRHR agonist 0.3, Pol kappa inh -10%, POLI inh -2% and 12-LOX inh inconclusive.
`c1ccc(-c2cnc(CSc3nnc4ccccn34)o2)cc1` gave ERG-DNA inh -5%, Pol beta inh 10%, BLM helicase inh 0%, Apoferritin bind -7%, TRHR agonist -0.4, APEX1 inh -3%, Pol kappa inh 7%, POLI inh 17% and 12-LOX inh -18%.
Screening C=CCNC(=O)c1snnc1-c1ccccc1 returned ERG-DNA inh 3%, Pol beta inh inconclusive, BLM helicase inh -3%, Apoferritin bind -24%, TRHR agonist 1.2, APEX1 inh -4%, Pol kappa inh -13%, POLI inh 2% and 12-LOX inh 2%.
For CC1(C)N=C(SCC(=O)Nc2ccc(Cl)cc2Cl)C(c2ccccc2)=N1 the results were ERG-DNA inh -5%, Pol beta inh 18%, BLM helicase inh -8%, Apoferritin bind inconclusive, TRHR agonist -0.1, APEX1 inh -2%, Pol kappa inh -7%, POLI inh -4% and 12-LOX inh 5%.
